High-throughput results (PubChem BioAssay)
VLA-4 inh: inhibition in a human VLA-4 binding assay; AID 2557; 330,000 compounds, 0.2% hits; inhibition, % (about 7 µM as worked out from the volumes in the protocol); VLA-4 expressing cells, ligand binding flow cytometry; P13612; in the data active = inhibition above about 50%
Target sequence (P13612 whole entry, looked up): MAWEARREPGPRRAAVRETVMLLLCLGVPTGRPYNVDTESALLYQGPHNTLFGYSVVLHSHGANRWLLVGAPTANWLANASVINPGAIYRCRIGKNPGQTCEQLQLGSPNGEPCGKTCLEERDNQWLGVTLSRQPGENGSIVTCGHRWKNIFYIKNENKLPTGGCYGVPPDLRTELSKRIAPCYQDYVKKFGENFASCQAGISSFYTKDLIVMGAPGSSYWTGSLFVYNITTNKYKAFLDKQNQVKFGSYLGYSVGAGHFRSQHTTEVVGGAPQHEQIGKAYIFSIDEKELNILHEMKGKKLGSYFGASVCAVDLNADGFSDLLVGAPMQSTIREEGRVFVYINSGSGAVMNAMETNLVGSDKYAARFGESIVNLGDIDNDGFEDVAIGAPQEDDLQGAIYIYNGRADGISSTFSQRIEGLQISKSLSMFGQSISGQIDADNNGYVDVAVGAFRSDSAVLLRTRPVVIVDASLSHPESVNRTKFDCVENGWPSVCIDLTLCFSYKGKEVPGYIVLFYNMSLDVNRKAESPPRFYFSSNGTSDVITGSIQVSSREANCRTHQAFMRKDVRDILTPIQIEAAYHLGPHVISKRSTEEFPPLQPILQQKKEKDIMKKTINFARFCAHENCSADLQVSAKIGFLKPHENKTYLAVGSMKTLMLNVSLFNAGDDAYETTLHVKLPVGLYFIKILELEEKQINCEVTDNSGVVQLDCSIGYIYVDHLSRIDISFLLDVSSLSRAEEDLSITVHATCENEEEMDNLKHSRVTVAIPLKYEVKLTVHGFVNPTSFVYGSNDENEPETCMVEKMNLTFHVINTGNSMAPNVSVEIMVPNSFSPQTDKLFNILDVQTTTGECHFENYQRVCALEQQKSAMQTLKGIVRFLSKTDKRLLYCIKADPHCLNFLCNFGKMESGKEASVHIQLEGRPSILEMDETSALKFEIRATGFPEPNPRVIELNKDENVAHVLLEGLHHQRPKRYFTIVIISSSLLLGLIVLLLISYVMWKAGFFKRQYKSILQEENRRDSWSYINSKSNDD
BCLXL inh: inhibitors of human Bcl-xL; GST-Bcl-xL / FITC-Bim BH3 peptide fluorescence polarization; Q07817; inhibition, % at 10.9 µM; 320,000 compounds, 0.7% hits; AID 2129;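 active = inhibition above the mean of all tested compounds plus 3 SD, cutoff set per campaign, cut at about 30% in these data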;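 note: 0% = DMSO wells and 100% = unlabeled Bim-BH3 peptide competitor; inhibitors lower millipolarization by displacing the labeled peptide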
MCL1-BIM inh: disrupts human MCL1 binding to BIM-BH3 peptide. inhibition, % at 10.9 µM. AID 2057. 320,000 compounds, 0.68% hits. GST-MCL1 / FITC-Bim-BH3 fluorescence polarization;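 active = inhibition above the mean inhibition of all tested compounds plus 3 SD, set per campaign, cut at about 40% in these data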;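 note: 0% = DMSO wells and 100% = unlabeled Bim-BH3 peptide control; higher means more loss of mP so more displacement of Bim peptide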
AGP1 TOR yeast: modulators of TOR pathway AGP1-GFP in S. cerevisiae; S. cerevisiae AGP1-GFP multiplex flow cytometry, 3 h; GFP as percent of DMSO wells; 320,000 compounds, 0.02% hits; AID 2066; GFP response vs DMSO, % at 10 µM;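 active = GFP response relative to DMSO above a set limit, near screen average plus 3 SD, cut at about 150% in these data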;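 note: median GFP channel fluorescence of the gated AGP1 strain per well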
GLD-1 RNA inh: GLD-1-TGE RNA interaction inhibition (C. elegans); Q17339; AID 2280; 320,000 compounds, 0.44% hits; inhibition, % at 5.96 µM; purified GLD-1 + fluorescein TGE RNA, fluorescence polarization;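 active = percent inhibition above a per-plate cutoff, the plate mean of test compounds plus 3 SD, cut at about 30% in these data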;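 note: 0% = DMSO wells with GLD-1 and probe and 100% = wells lacking GLD-1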
CIT2 TOR yeast: modulators of TOR pathway CIT2-GFP in S. cerevisiae | S. cerevisiae CIT2-GFP strain, flow cytometry, 3 h; 100 means same as DMSO wells | 320,000 compounds, 0.065% hits | GFP response vs DMSO, % at 10 µM | AID 2029;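 active = GFP response relative to DMSO above a set limit, near the screen mean plus 3 SD, cut at about 150% in these data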;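 note: ratio of well median GFP fluorescence to mean of DMSO wells on the plate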
MEX-5 binding: C. elegans MEX-5 TCR-2 RNA binding activity. MEX-5/FITC-TCR2 RNA binding, fluorescence polarization; stronger effect = lower value. activity score (negative = inhibition of binding), % at 10 µM. 300,000 compounds, 0.38% hits. AID 1832;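 active = inhibition past about -25% in most replicates, and total fluorescence under double the plate's negative control median, limit read from the data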;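 note: 0% = DMSO and -100% = 5 µM competing unlabeled TCR2 RNA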
Fam108B inh: Fam108B inhibition, counter-screen for RBBP9 inhibitors; recombinant Fam108B, FP-Rh probe fluorescence polarization; 300,000 compounds, 0.33% hits; inhibition, % at 9.51 µM; AID 1947;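 active = inhibition above the screen mean inhibition plus 3 SD, computed separately per campaign, cut at about 18% in these data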;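 note: inhibitors lower polarization as less probe binds the enzyme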
GRK2 aptamer HTS: inhibitors of human GRK2 displacing RNA aptamer; inhibition of aptamer binding, % at 10 µM; 330,000 compounds, 0.59% hits; P25098; AID 488847; bead flow cytometry, FAM-aptamer displacement from GRK2;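 active = inhibition of aptamer binding above 40%, roughly 3 SD of noise, on plates passing a quality check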;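 note: median bead fluorescence of bound FAM aptamer so fluorescent compounds give negative values; no value below 0 was filed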
* = called active by the depositor; nt = no result given.

SMILES	VLA-4 inh	BCLXL inh	MCL1-BIM inh	AGP1 TOR yeast	GLD-1 RNA inh	CIT2 TOR yeast	MEX-5 binding	Fam108B inh	GRK2 aptamer HTS
CCOc1ccc2[nH]c(=O)c(C(c3nnnn3Cc3ccco3)N3CCC(C)CC3)cc2c1 (centres undefined)	16	4	-1	106	-2	108	-1.6	-1	9
Cc1ccc(NC(=S)N(CCCN2CCCC2)Cc2cccn2Cc2ccc(Cl)cc2)cc1Cl	49	0	-4	100	-2	99	-1.7	0	0
COc1cccc(/C=N\NC(=O)c2cc(OCC(F)(F)F)ccc2OCC(F)(F)F)c1	5	-4	-11	108	6	105	3.2	0	2
CCOc1ccccc1N1CCN(C(=O)c2cc(S(=O)(=O)N3CCCCC3)ccc2C)CC1	5	2	1	94	4	98	nt	nt	5
O=c1[nH]c(-[n+]2ccccc2)c(/C=N/N=C(\[O-])c2ccccc2)s1	0	13	16	106	15	92	-4.5	2	0
CNc1c(NS(=O)(=O)c2ccc(C(C)(C)C)cc2)c(=O)oc2ccccc12	11	1	-1	98	4	98	1.7	-14	1
Cc1n[nH]c(C)c1CCN(C)C(=O)C1CCC(=O)N(CC2CCCCC2)C1 (centres undefined)	4	7	5	102	6	102	2.1	-1	0
O=C(Nc1cc(S(=O)(=O)Nc2ccccc2Cl)ccc1O)c1ccc(F)cc1F	8	nt	nt	103	3	110	nt	nt	0
COC(=O)C(C)N(C#N)c1nc(NC(C)C)nc(SC)n1 (centres undefined)	14	-1	-2	101	-1	102	0.4	10	0
C/C(CC(=O)Nc1ccccn1)=N\NC(=O)Cc1cccc2ccccc12	-3	0	18	100	5	106	2.5	3	1
CCOc1cc(S(=O)(=O)NCCc2ccccc2C)c(OCC)cc1-n1cnnn1	-7	4	3	100	-4	93	-1.0	4	0
C=CCOc1ccc(/C=C/C(=O)OCC(=O)NCc2cccs2)cc1	2	0	-8	105	3	102	-0.8	-2	1
COc1cc(/C=N/N2CCCCC2)cc(OC)c1O	4	18	20	100	2	108	-5.1	-1	3
CCN(CC)C(=O)C1CCCN(c2ncnc3c2cnn3-c2cccc(C)c2)C1 (centres undefined)	-1	4	-3	93	0	94	0.0	3	0
Cc1ccccc1N(CC(=O)NCCSc1ccccn1)S(=O)(=O)c1ccccc1	-10	11	7	104	9	107	-1.2	3	3
Cc1ccc2c(Cl)c(C(=O)Nc3cccnc3)sc2c1	9	9	12	86	7	80	0.9	-6	1
Cc1csc(C(C)N(C)C(=O)c2ccc(OC3CCN(Cc4ccccn4)CC3)cc2)n1 (centres undefined)	1	12	13	86	5	84	-8.8	5	0
CCOc1ccc(CCNC(=O)CN(C)S(=O)(=O)c2ccc3c(c2)CCC(=O)N3)cc1OCC	16	2	1	109	3	113	-2.7	1	3
c1ccc(-n2nnnc2SCc2cccc(CSc3nnnn3-c3ccccc3)n2)cc1	-3	-1	-4	91	6	94	-1.0	0	0
COc1ccc(/C=N/NC(=O)c2cc(-c3ccccc3)nc3ccccc23)cc1O	31	3	3	103	-3	109	0.8	11	17
Cc1ccc(S(=O)(=O)N2CCN(C(=O)COC(=O)CCCOc3ccccc3)CC2)c(C)c1	38	3	3	108	6	102	nt	nt	1
CC1CCc2c(C(=O)OCC(=O)Nc3cccc(S(=O)(=O)N4CCCCCC4)c3)csc2C1 (centres undefined)	-2	3	1	88	3	89	1.7	14	0
COc1ccc(C2C(C#N)=C(N)N(c3sc4c(c3C#N)CCCC4)C3=C2C(=O)CC(C)(C)C3)cc1OC (centres undefined)	15	-9	-10	100	-5	91	3.8	1	0
COC(=O)/C=c1/s/c(=C(/C#N)C(=O)N2CCOCC2)n(-c2ccccc2)c1=O	2	5	8	98	1	93	0.9	0	1
Fc1ccc(CNc2nc3ccccc3n3cnnc23)cc1	0	-1	1	103	-9	99	7.4	-3	0

Two of the compounds above, bar-delimited:
molecule | VLA-4 inh | BCLXL inh | MCL1-BIM inh | AGP1 TOR yeast | GLD-1 RNA inh | CIT2 TOR yeast | MEX-5 binding | Fam108B inh | GRK2 aptamer HTS
C=CCOc1ccc(/C=C/C(=O)OCC(=O)NCc2cccs2)cc1 | 2 | 0 | -8 | 105 | 3 | 102 | -0.8 | -2 | 1
COc1cc(/C=N/N2CCCCC2)cc(OC)c1O | 4 | 18 | 20 | 100 | 2 | 108 | -5.1 | -1 | 3

(next part)
SMILES	VLA-4 inh	BCLXL inh	MCL1-BIM inh	AGP1 TOR yeast	GLD-1 RNA inh	CIT2 TOR yeast	MEX-5 binding	Fam108B inh	GRK2 aptamer HTS
O=C(Cn1cc([N+](=O)[O-])cn1)Nc1ccc(Cn2cc(Br)cn2)cc1	4	2	0	105	8	99	-0.5	5	5
CC(=O)N1CCN(C(=O)COc2ccc(N(C)S(=O)(=O)c3cccs3)cc2)CC1	2	2	8	96	-4	90	-0.1	-1	0
CCCCCCC1CC(CSC(=N)N)OC1=O (centres undefined)	16	4	3	103	8	104	-0.2	2	1
CC1(C)NC(=O)N(CCCCOc2ccccc2[N+](=O)[O-])C1=O	-5	-1	-1	101	9	98	1.9	3	0
O=[N+]([O-])c1ccc(Sc2nc3ccccc3o2)c([N+](=O)[O-])c1	33	-23	-22	98	-3	107	1.5	12	4
CCC1(CC)NC(=O)N(CC(=O)OCC(=O)Nc2ccc(F)c(F)c2F)C1=O	-6	2	0	95	3	101	2.9	1	8
Nc1nc(CC(=O)CSc2ccc(Cl)cc2)nc(Nc2ccc(F)cc2)n1	17	0	13	nt	9	nt	0.6	-2	0
COc1ccccc1NC(=O)c1c(Nc2ccccc2C)sc(C(=O)Nc2cccc(Cl)c2)c1N	15	-19	-23	93	-2	92	-0.9	-38	0
O=C(COC(=O)CNC(=O)c1ccccc1)Nc1cccc(Br)c1	2	4	9	104	2	110	0.5	3	2
C/C(N)=C(/C#N)C(=O)COC(=O)c1cc2c(s1)CCC(C)C2 (centres undefined)	-7	7	3	97	3	105	-0.4	11	0
COc1ccc(C(=O)COC(=O)c2cnc(C)cn2)cc1OC	-7	-4	-8	98	2	97	nt	nt	4
O=C(CN(Cc1ccc2c(c1)OCO2)C(=O)CNS(=O)(=O)c1ccccc1)NCC1CCCO1 (centres undefined)	12	3	7	102	-2	113	1.0	1	0
NC(=O)c1sc(=S)n(-c2ccc(Br)cc2)c1N	13	3	11	114	2	112	0.6	-1	0
COc1cccc(-c2nnn(CC(C)=O)n2)c1	6	4	6	98	0	98	-2.4	3	4
O=C(Oc1cccnc1)c1ccc(Cl)cc1	2	-3	2	97	-4	102	0.7	-1	6
CC1CCCCC1NC(=O)c1cc(S(=O)(=O)N2CCCCC2)ccc1N1CCOCC1 (centres undefined)	7	2	6	103	3	98	nt	nt	0
CCC1(C)OC(=O)N2CCc3c(C)[nH]c4c(C)ccc(c34)C21C (centres undefined)	15	-1	-3	98	-4	103	2.3	1	0
COc1ccc(NS(=O)(=O)c2cccc(-c3nnc(-c4ccccc4)o3)c2)cc1	14	1	1	98	0	101	1.5	-3	0
CCCc1nnc(NC(=O)c2ccc(S(=O)(=O)N(C)c3ccccc3OC)cc2)s1	0	-5	-8	101	-3	95	nt	nt	0
CS(=O)(=O)N(CC(=O)Nc1ccccc1C(=O)N1CCOCC1)c1ccccc1	6	6	12	108	10	101	-2.3	-3	0
CC1CN(S(=O)(=O)c2cc(C(=O)NC(C)c3cccnc3)ccc2Cl)CC(C)O1 (centres undefined)	-11	nt	nt	107	1	105	nt	nt	0
CC(/C=C/c1ccc2c(c1)OCO2)=N\NC(=O)c1ccccc1	-22	-7	-2	103	-6	104	1.8	2	3
CCOC(=O)N1CCC(N2CC34C=CC(O3)C(C(=O)Nc3ccc(C(C)C)cc3)C4C2=O)CC1 (centres undefined)	-4	7	7	107	6	97	nt	-2	4
Nc1nc(SCC(=O)N2CCc3ccccc3C2)[nH]c(=O)c1-c1ccccc1	6	12	7	100	1	96	-2.8	-1	2
CCCC1=[N+](CC(C)=O)CCn2c(C)ccc21	-6	8	-4	107	6	98	-1.1	-3	0
(further entries)
SMILES	VLA-4 inh	BCLXL inh	MCL1-BIM inh	AGP1 TOR yeast	GLD-1 RNA inh	CIT2 TOR yeast	MEX-5 binding	Fam108B inh	GRK2 aptamer HTS
Cc1ccc(OCC(=O)NCCCNC(=O)c2ccc(C)nc2)cc1	7	3	-5	98	-3	98	2.1	2	0
COc1ccccc1N(CC(O)Cn1nc(C)cc1C)S(=O)(=O)c1ccccc1 (centres undefined)	-8	6	7	96	-2	102	-1.7	-3	0
Cc1ccc2[nH]c3c(=O)n(CC(=O)NCc4ccco4)ncc3c2c1	2	0	7	112	2	110	-0.3	-13	0
CCOC(=O)CSc1nc(-c2cccs2)nc2c1c(=O)n(C)c(=O)n2C	-18	5	-4	108	1	109	-1.0	-2	2
Cc1cc(S(=O)(=O)NCc2ccco2)c(C)s1	-3	5	3	91	8	110	-0.2	1	3
COCCn1c(C)nnc1SCC(=O)NNC(=O)c1ccc(Cl)cc1	-8	-1	4	103	4	101	1.3	2	3
CCOC(=O)N1CCN(C(=O)CCCn2c(=S)[nH]c3ccccc3c2=O)CC1	33	4	9	105	3	107	0.2	3	4
COc1cccc(C2=CC(=O)CCC2)c1	9	-2	-2	100	2	94	-1.2	4	0
CC1CCN(c2ccc(C(=O)OCC(=O)NCCN3C(=O)CSC3=O)cc2[N+](=O)[O-])CC1	-1	1	-1	109	-1	99	1.4	-3	0
Cn1ccsc1=NC(=O)c1ccc(=O)[nH]c1	-5	-10	-14	96	0	nt	-0.9	-5	0

Gathered by group: the entries above with two or more sulfur atoms
SMILES	VLA-4 inh	BCLXL inh	MCL1-BIM inh	AGP1 TOR yeast	GLD-1 RNA inh	CIT2 TOR yeast	MEX-5 binding	Fam108B inh	GRK2 aptamer HTS
Cc1ccccc1N(CC(=O)NCCSc1ccccn1)S(=O)(=O)c1ccccc1	-10	11	7	104	9	107	-1.2	3	3
c1ccc(-n2nnnc2SCc2cccc(CSc3nnnn3-c3ccccc3)n2)cc1	-3	-1	-4	91	6	94	-1.0	0	0
CC1CCc2c(C(=O)OCC(=O)Nc3cccc(S(=O)(=O)N4CCCCCC4)c3)csc2C1 (centres undefined)	-2	3	1	88	3	89	1.7	14	0
CC(=O)N1CCN(C(=O)COc2ccc(N(C)S(=O)(=O)c3cccs3)cc2)CC1	2	2	8	96	-4	90	-0.1	-1	0
NC(=O)c1sc(=S)n(-c2ccc(Br)cc2)c1N	13	3	11	114	2	112	0.6	-1	0
CCCc1nnc(NC(=O)c2ccc(S(=O)(=O)N(C)c3ccccc3OC)cc2)s1	0	-5	-8	101	-3	95	nt	nt	0
CCOC(=O)CSc1nc(-c2cccs2)nc2c1c(=O)n(C)c(=O)n2C	-18	5	-4	108	1	109	-1.0	-2	2
Cc1cc(S(=O)(=O)NCc2ccco2)c(C)s1	-3	5	3	91	8	110	-0.2	1	3
